TSHR antag: antagonists of human thyroid stimulating hormone receptor; P16473; TSHR-expressing cells, TSH-stimulated cAMP HTRF, 2 h; hits give low values; activity change, negative = inhibition, % at 11.5 µM; 0.2% of 330,000 active;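 active means activity change below a set negative limit, meaning inhibition stronger than a set level, cut at about -70% in these data; inconclusive means activity change between two set negative limits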; further: on the % scale 0 is the no-effect control and ±100 the full control effect
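TSHR-expressing cells, 200/well, pre-treated with compound, then stimulated with EC80 TSH (4nM final) for 2 hours at 37 deg C. cAMP measured by competitive HTRF: anti-cAMP cryptate antibody in lysis buffer plus cAMP-d2, read after 30 minutes at room temperature.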
hERG WT inh: inhibitors of human wildtype KCNH2 potassium channel; U2OS, BacMam KCNH2, thallium flux FluxOr; hits give low values; activity change, % at 1.84 µM; 0.37% of 340,000 active; AID 720551;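 active means maximum activity change below -70%; inconclusive means maximum activity change between -70% and -50%; inactive means maximum activity change above -50%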; further: on the % scale 0 is the no-effect control and ±100 the full control effect
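U2OS cells transduced with wild-type KCNH2 virus are loaded with FluxOr dye for 45 min, and thallium flux is measured in kinetic reads before and after stimulation buffer. Rate constants are normalized to DMSO controls.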
Eya2 inh: inhibitors of human Eya2 phosphatase activity. O00167. Potency, µM (top dose mostly 76.9 µM), inactives show at the top dose activity, negative = inhibition, hits mostly inhibitors. AID 488837. 0.006% of 330,000 active. recombinant Eya2, OMFP fluorescence dephosphorylation (OMFP is methylfluorescein phosphate); further: potency means the concentration at half of the fitted maximal effect; on the % scale 0 is the no-effect control and ±100 the full control effect
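Eya2 (0.2 uM) preincubated 10 min at ambient with compound, then OMFP substrate added at 50 uM; 10 min reaction in 50 mM HEPES pH 7.5, 50 mM NaCl, 5 uM MgCl2, 0.05% BSA, 1 mM DTT. Fluorescence read at Ex 485/Em 525 nm.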
S-ASM inh: inhibitors of human secretory acid sphingomyelinase. 0.006% of 340,000 active. placental ASM, HMU-PC fluorogenic substrate, 60 min. Potency, µM (highest dose often 57.5 µM), for the others: at the top dose activity change, negative = inhibition, most hits filed as inhibitors. AID 504937. P17405; further: potency means the concentration at half of the fitted maximal effect
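Steps: dispense placental human ASM, pin compound, wait 10 min at room temperature, add HMU-PC0 substrate at 9 uM final, incubate 60 min at 37 °C, add stop solution raising pH to 10, read fluorescence.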
BCR signal inh: inhibitors of chronic active B-cell receptor signaling. Potency, µM (doses to about 46.1 µM), inactives show at the top dose ratio change, negative = lower green/red ratio, hits mostly inhibitors. AID 493014. ABC-DLBCL IkBa-CBG/CBR reporter, luminescence ratio, 4 h. 0.05% of 340,000 active; active means well fitted inhibition curve with a large enough effect in the signal ratio, with a control signal flat, not every such curve was filed as active; inconclusive means small, poorly fitted or top-dose-only effect, or effect the other way, or a change in a side signal; the % refers to the signal ratio;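 further: potency means the concentration at half of the fitted maximal effect; plate controls were basal doxycycline-induced cells for no effect and cells given 10 µM MG132 for full effect; MG132 reads +100%, hits lower the ratio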
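Cell line TMD8 (human ABC DLBCL), stably expressing tet-inducible CBG68-IkBa fusion and CBR; IMDM/0.5% FBS; cpd up to 46 uM; dox induction, 4 h, 37C/5% CO2; dual luminescence; green/red ratio; MG132 control.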
MBNL1 CUG block: inhibitors of human MBNL1 binding to CUG repeat RNA. Q9NR56. TR-FRET MBNL1-His/biotin-(CUG)12 binding, 665/545 ratio. Potency, µM (series often up to 57.5 µM), for inactives: at the highest dose activity change, negative = inhibition, actives largely listed as inhibitors. 0.036% of 280,000 active; active means well fitted inhibition curve with a large enough effect in the signal ratio, with a control signal flat, not every such curve was filed as active; inconclusive means small, poorly fitted or top-dose-only effect, or effect the other way, or a change in a side signal; inactive means no such curve, though single readings can be large or run the other way; the % refers to the signal ratio; further: potency means the concentration at half of the fitted maximal effect; on the % scale 0 is the no-effect control and ±100 the full control effect
Target sequence (Q9NR56 whole entry, looked up): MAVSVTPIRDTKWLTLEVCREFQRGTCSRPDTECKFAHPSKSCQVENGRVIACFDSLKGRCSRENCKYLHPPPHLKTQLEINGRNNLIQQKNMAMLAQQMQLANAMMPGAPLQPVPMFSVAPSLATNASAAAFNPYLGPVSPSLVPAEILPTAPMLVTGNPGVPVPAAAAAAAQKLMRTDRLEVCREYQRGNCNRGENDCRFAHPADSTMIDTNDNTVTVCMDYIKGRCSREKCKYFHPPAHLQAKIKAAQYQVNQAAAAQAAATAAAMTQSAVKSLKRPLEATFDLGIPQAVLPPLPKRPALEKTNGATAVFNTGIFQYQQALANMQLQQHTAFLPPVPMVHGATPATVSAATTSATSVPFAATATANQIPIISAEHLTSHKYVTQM
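TR-FRET between His-tagged MBNL1 and biotin-(CUG)12 RNA, detected with Tb anti-His antibody (0.055 ng/ul) and streptavidin-XL665 (5 nM), 60 min at room temperature. Compounds titrated 92 nM to 58 uM; 665/545 nm ratio normalized to buffer and complex controls.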
GALK inh: blocks human galactokinase activity. P51570. Purified GALK, Kinase-Glo residual ATP luminescence. Potency, µM (highest dose often 57.5 µM), inactives show at the highest dose activity change, negative = inhibition, actives largely listed as inhibitors. 0.007% of 270,000 active; further: potency means the concentration at half of the fitted maximal effect; on the % scale 0 is the no-effect control and ±100 the full control effect
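Human GALK (5 nM) with 35 uM ATP and 100 uM galactose in 20 mM HEPES pH 8.0, 5 mM MgCl2, 60 mM NaCl, 1 mM DTT, 0.01% BSA. After 1 h at room temperature, leftover ATP was read by Kinase-Glo Plus luminescence.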
Menin MLL FP TR: inhibitors of human menin-MLL interaction, mutant MLL peptide | 0.23% of 270,000 active | Menin + Texas Red MLL mutant peptide, fluorescence polarization | O00255 | Potency, µM (doses to about 61.6 µM), for the others: at the highest dose FP activity change, negative = inhibition, usual class: inhibitors; active means well fitted inhibition curve with a large enough effect in the polarisation, with a control signal flat, not every such curve was filed as active; inconclusive means small, poorly fitted or top-dose-only effect, or effect the other way, or a change in a side signal; inactive means no such curve, though single readings can be large or run the other way; the % refers to the polarisation; further: potency means the concentration at half of the fitted maximal effect; % of control where 0% means no effect; many of its hits are not listed in these tables
Target sequence (O00255 whole entry, looked up): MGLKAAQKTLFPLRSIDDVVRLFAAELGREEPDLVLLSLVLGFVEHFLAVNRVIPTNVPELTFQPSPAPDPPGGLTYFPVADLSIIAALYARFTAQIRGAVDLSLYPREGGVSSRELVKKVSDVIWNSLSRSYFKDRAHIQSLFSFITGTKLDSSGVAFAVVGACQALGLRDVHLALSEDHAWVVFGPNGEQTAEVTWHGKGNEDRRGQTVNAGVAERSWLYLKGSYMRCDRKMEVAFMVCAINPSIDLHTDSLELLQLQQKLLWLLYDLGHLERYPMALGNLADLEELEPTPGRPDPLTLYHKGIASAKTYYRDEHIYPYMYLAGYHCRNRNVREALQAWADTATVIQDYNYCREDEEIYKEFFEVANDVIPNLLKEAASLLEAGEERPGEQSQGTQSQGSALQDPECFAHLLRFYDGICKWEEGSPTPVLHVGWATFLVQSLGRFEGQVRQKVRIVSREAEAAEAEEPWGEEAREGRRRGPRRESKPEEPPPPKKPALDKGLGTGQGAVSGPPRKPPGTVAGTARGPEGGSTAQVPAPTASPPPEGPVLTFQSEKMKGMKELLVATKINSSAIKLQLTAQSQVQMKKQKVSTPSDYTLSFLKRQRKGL
Mito fusion act: blocks mitochondrial division or promotes mitochondrial fusion. S. cerevisiae fusion-defective mutant growth rescue, CellTiterGlo 48 h. AID 485298. Potency, µM (doses to about 46.1 µM), without a hit: top-dose growth rescue (activation), usual class: activators. 0.23% of 320,000 active;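 further: potency means the concentration at half of the fitted maximal effect; % of control where 0% means no effect; nearly all actives have a fitted effect of over 45% in size; temperature-sensitive fusion mutants such as fzo1-1 at 37 °C on non-fermentable ethanol glycerol medium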
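Yeast fusion mutant, YPEG (non-fermentable carbon), compound, 48 h at 37C non-permissive; CellTiterGlo added, 10 min RT, luminescence read. Rescued growth = division inhibition.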
PKM2 activator: activators of human pyruvate kinase M2. P14618. purified PKM2, Kinase-Glo ATP luminescence, activation; response scale: 0% is enzyme alone, no compound. Potency, µM (series often up to 57.5 µM), without a hit: at the highest dose activation, usual class: activators. 0.34% of 260,000 active; further: potency means the concentration at half of the fitted maximal effect; on the % scale 0 is the no-effect control and ±100 the full control effect; nearly all actives have a fitted effect of over 55% in size
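hPK-M2, >95% pure; 0.1 mM ADP / 0.5 mM PEP final; imidazole pH7.2 buffer w/ 7 mM MgCl2, 50 mM KCl; 1 h RT; Kinase-Glo lum. Intermediate enzyme activity for dual inhibitor/activator qHTS.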
USP2a inh: inhibitors of human ubiquitin-specific protease USP2a | USP2 core, Ub-CHOP2 coupled fluorogenic reporter, 485/531 | O75604 | Potency, µM (top dose mostly 38.3 µM), for inactives: at the top dose activity change, negative = inhibition, usual class: inhibitors | 0.01% of 330,000 active;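 further: potency means the concentration at half of the fitted maximal effect; plate controls were DMSO wells for no effect and full inhibition by NEM control for full effect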
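Cell-free coupled assay: 10nM USP2 core preincubated 30min RT with compound in Tris-HCl pH 8.0/CaCl2/CHAPS buffer, then 25nM Ub-CHOP2 and 25nM reporter substrate; fluorescence (Ex 485/Em 531) read after 60min RT, normalized to NEM inhibition, concentration-response curves fitted.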
The depositor's hits bear a star; ? = inconclusive; / = not tested or not shown; [ ] = remark or other dose. Unless noted, the call rests on the fitted dose curve; in most records, active means well fitted curve in the direction sought with a large enough effect; inconclusive means small, poorly fitted or top-dose-only effect, or another doubt; inactive means no such curve, though single readings can be large; an effect the other way counts as inactive or inconclusive. An excerpt (hit frequency here may not be typical).

SMILES | TSHR antag | hERG WT inh | Eya2 inh | S-ASM inh | BCR signal inh | MBNL1 CUG block | GALK inh | Menin MLL FP TR | Mito fusion act | PKM2 activator | USP2a inh
CCCOC(=O)c1ccc(NC(=O)COC)cc1 | 3.3 | 8.0 | 11.8% | -3.3% | ? | -2.2% | 0.1% | -0.5% | -1.8% | -1.4% | 3.0%
O=C(COC(=O)c1cccc(Cl)c1)NC1CCCCCCC1 | -25.0 | -6.1 | -18.9% | -0.7% | 0.4% | / | / | / | 19.2% | / | 0.7%
CC(=O)N1CCc2c(sc(NC(=O)CCS(=O)(=O)c3ccccc3)c2C#N)C1 | -10.1 | -16.2 | -9.2% | 2.7% | ? | -2.3% | 3.1% | 1.2% | 2.2% | -1.6% | 0.8%
CCc1ccccc1NC(=O)c1cc(S(=O)(=O)N(C)C)ccc1N1CCCC1 | -4.0 | 9.0 | 1.6% | 4.0% | 2.1% | 3.8% | -4.1% | / | 1.4% | -6.1% | -1.1%
O=C(NCCc1ccccc1F)C1CCCN1S(=O)(=O)c1ccc2ccccc2c1 (stereo not drawn) | -32.8 | -20.8 | -24.2% | -2.3% | 17.8% | ? | 0.4% | 1.9% | 22.5% | -0.2% | -1.3%
COc1cc(C(=O)Nc2ccc(NC(=O)c3ccccc3)nc2)cc(OC)c1OC | 5.5 | -0.1 | -2.2% | -4.9% | ? | -1.3% | 15.3% | 55.5%[activator] | 2.5% | 2.6% | 1.3%
CCS(=O)(=O)N1CCN(c2ccc(C(=O)NC3C4CC5CC(C4)CC3C5)cc2[N+](=O)[O-])CC1 (stereo not drawn) | -3.8 | -0.7 | 9.5% | -9.7% | -1.8% | 0.3% | -2.3% | -10.9% | 7.6% | 1.2% | 2.0%
O=C(O)/C=C/C(=O)NC1CCCCC1 | 6.7 | -0.6 | -3.7% | 4.1% | 7.6% | ? | -0.1% | -6.8% | -5.7% | -19.3% | 1.7%
O=C(NCCCNCc1ccccc1)/C(=N\O)c1ccccc1 | -1.4 | 11.5 | -6.5% | -1.0% | 1.6% | -0.2% | -1.2% | 6.3% | -0.8% | -12.6% | 0.7%
Cc1cc(N2CCOCC2)n2ncc(-c3ccc(Cl)cc3)c2n1 | -5.4 | 0.2 | 14.6% | 145.2%[activator] | / | 1.5% | -0.6% | / | -3.2% | 0.3% | 0.6%
COC(=O)c1ccsc1NC(=O)c1ccccc1 | -10.3 | -10.5 | -11.7% | -2.2% | 8.2% | 11.9% | -2.2% | 0.3% | 6.5% | -6.4% | -4.8%
O=C(CCCn1c(=O)[nH]c2cc(Cl)ccc2c1=O)NCCCN1CCN(c2ccc(F)cc2)CC1 | 14.0 | -0.2 | 17.3% | -1.7% | ? | -6.2% | 0.5% | 0.9% | 4.4% | -0.5% | -0.9%
Cc1cc(C)cc(SCc2noc(C(=O)NCCCN3CCOCC3)c2C(=O)NCCCN2CCOCC2)c1 | 3.3 | 4.7 | 8.4% | 0.3% | 4.4% | 2.1% | 4.1% | / | 0.9% | -0.6% | -12.1%
O=C(NCCCn1ccnc1)C(Cc1ccccc1)N1C(=O)c2ccccc2C1=O (stereo not drawn) | 19.3 | 4.8 | -2.4% | 0.1% | -0.6% | -17.4% | 4.1% | -19.5% | 0.8% | -16.7% | -0.5%
COc1ccc2oc(=O)c(C(=O)N3CCCc4ccccc43)cc2c1 | -0.1 | 7.4 | 11.6% | -0.7% | ? | 13.4% | 0.2% | -2.5% | -5.1% | 6.6% | 1.4%
CCCN(CCC)C(=O)Cn1c(=O)c2ccccc2n2c(=S)sc(-c3ccccc3C)c12 | 3.4 | -2.7 | -11.5% | -0.1% | 5.5% | / | 0.1% | -12.8% | 6.6% | -4.3% | 0.6%
CC(C)OC(=O)C1=C2SCC(=O)N2C(N)=C(C#N)C1 | -7.1 | -10.7 | 15.9% | 1.5% | -0.2% | 2.1% | -0.8% | 36.3%[activator] | 1.1% | 0.3% | 4.9%
O=C(COC(=O)c1ccc(Br)o1)NCCNC(=O)COC(=O)c1ccc(Br)o1 | -1.0 | 10.2 | 0.4% | 3.7% | 1.5% | / | / | / | -4.5% | / | -0.1%
CC1=NN(c2ccccc2)C(=O)/C1=C/c1c(O)n(-c2ccc(F)c(Cl)c2)[nH]c1=O | -47.7 | -11.0 | -7.9% | -16.7% | ? | / | ? | ? | 3.2% | -2.7% | -1.1%
Cc1cc(=O)oc2c(C)c(OCC(=O)Nc3cccnc3)ccc12 | 4.3 | -0.3 | -16.4% | 2.8% | ? | -6.2% | 6.4% | -10.1% | 0.1% | 4.2%[0.46 µM] | 1.2%
COC(=O)C(CCCCN1C(=O)C2C3C=CC(C3)C2C1=O)N1C(=O)C2C3C=CC(C3)C2C1=O (stereo not drawn) | -3.5 | -6.0 | 4.6% | 42.5% | 3.2% | -0.2% | 1.4% | 9.4% | 1.2% | 2.3% | 0.4%
CCCCCCCCc1nc(=S)[nH][nH]1 | -6.5 | -0.5 | -3.0% | -2.2% | -10.1% | -17.6% | 0.7% | -10.4% | 19.2% | ? | -1.7%
CCOCCCNC(=O)C(c1ccc(OC)cc1)N(Cc1cccs1)C(=O)c1ccccn1 (stereo not drawn) | -7.2 | 8.9 | -17.5% | 0.7% | ? | -5.7% | 2.1% | 2.4% | -1.5% | / | 11.2%
O=S(=O)(c1ccc2c(c1)OCCO2)N1CCN(Cc2ccc3c(c2)OCO3)CC1 | 6.2 | -3.6 | 0.0% | 2.4% | ? | 4.4% | -2.5% | 7.4% | -2.4% | 3.55µM* | -2.0%
CCNc1ccc(Br)cc(C(=O)/C=C/c2c(Cl)cccc2Cl)c1=O | -17.1 | -4.5 | -4.6% | ? | -90.9% | 9.9% | -3.8% | ? | 7.4% | ? | -1.0%
O=C(O)C1CCCCC1C(=O)NCCCN1CCOCC1 (stereo not drawn) | 1.4 | -16.6 | 20.7% | 5.2% | 3.7% | -10.7% | -1.0% | 5.5% | 1.5% | -2.6% | 0.2%
COC(=O)CNc1nc(-c2ccccc2F)nc2ccccc12 | -6.6 | 4.8 | -15.1% | -1.3% | -0.4% | -2.3% | 0.0% | 13.8% | -10.3% | 13.4% | 3.7%
CN(C)CCSc1nnc(-c2ccccc2)o1 | 18.8 | 31.4 | 14.3% | 1.9% | ? | ? | 1.2% | 11.4% | -2.3% | -0.1% | 2.5%
Brc1ccc(/C=N/Nc2ncnc3c2cnn3Cc2ccccc2)cc1 | -0.4 | -1.0 | 4.2% | 3.1% | 10.1% | -5.6% | / | ? | -1.1% | -23.8% | 1.0%
Cc1onc(-c2c(Cl)cccc2Cl)c1C(=O)ONC(=O)c1cc(C(F)(F)F)cc(C(F)(F)F)c1 | 4.0 | -0.2 | -1.2% | -4.2% | -9.3% | -1.7% | 0.3% | / | -4.6% | -6.5% | -1.2%
O=[N+]([O-])c1ccc2nc(-[n+]3c(-c4ccccc4)cc(-c4ccccc4)cc3-c3ccccc3)[nH]c2c1 | 28.0 | 0.2 | -3.3% | -7.7% | ? | ? | 3.4% | 8.9% | 13.7% | -3.3% | -1.0%
COc1ccc(OC)c(-n2c(SCC(N)=O)nnc2-c2c[nH]c3ccccc23)c1 | -7.8 | -9.7 | 0.0% | -3.6% | -0.8% | -7.8% | 1.8% | 5.7% | -4.1% | 3.0% | 3.7%

Screening data (PubChem BioAssay)
